ASM inhibitor: inhibitors of human secretory acid sphingomyelinase; Potency, µM (top dose mostly 57.5 µM), without a hit: at the top dose activity change, negative = inhibition, most hits filed as inhibitors; placental ASM, HMU-PC fluorogenic substrate, 60 min; P17405; AID 504937; 0.006% of 340,000 active; note: potency is the fitted concentration of half-maximal effect
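HMU-PC0 cleavage (9 uM final) by human placental ASM, 60 min at 37 °C following 10 min compound exposure at RT; stopped at pH 10, fluorescence Ex 386/Em 447 nm.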
GALK inhibitor: blocks human galactokinase activity; Purified GALK, Kinase-Glo residual ATP luminescence; P51570; 0.007% of 270,000 active; Potency, µM (doses to about 57.5 µM), without a hit: top-dose activity change, negative = inhibition, hits mostly inhibitors; note: potency is the fitted concentration of half-maximal effect; % is set by controls: 0 for no effect and ±100 for the full control effect
Target sequence (P51570 whole entry, looked up): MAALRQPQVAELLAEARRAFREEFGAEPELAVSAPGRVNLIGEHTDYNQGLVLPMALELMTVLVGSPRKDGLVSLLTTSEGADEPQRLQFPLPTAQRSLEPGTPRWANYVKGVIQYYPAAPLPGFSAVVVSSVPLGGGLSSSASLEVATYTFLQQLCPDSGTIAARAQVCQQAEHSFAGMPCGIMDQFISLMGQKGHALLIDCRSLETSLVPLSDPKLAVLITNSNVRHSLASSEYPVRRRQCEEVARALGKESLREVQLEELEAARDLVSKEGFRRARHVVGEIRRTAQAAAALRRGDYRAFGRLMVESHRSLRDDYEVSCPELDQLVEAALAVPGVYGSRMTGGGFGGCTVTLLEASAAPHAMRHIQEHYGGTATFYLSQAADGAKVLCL
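Kinase-Glo Plus luminescence measured ATP left after a 1 h room-temperature reaction. The reaction used 5 nM GALK, 100 uM galactose and 35 uM ATP at pH 8.0 (20 mM HEPES, 5 mM MgCl2, 60 mM NaCl, 1 mM DTT, 0.01% BSA).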
MBNL1-CUG inh: MBNL1-poly(CUG) RNA binding inhibition. 0.036% of 280,000 active. Potency, µM (doses to about 57.5 µM), for the others: at the highest dose activity change, negative = inhibition, hits mostly inhibitors. TR-FRET MBNL1-His/biotin-(CUG)12 binding, 665/545 ratio. Q9NR56; active = well fitted inhibition curve with a large enough effect in the signal ratio, with a control signal flat, not every such curve was filed as active; inconclusive = small, poorly fitted or top-dose-only effect, or effect the other way, or a change in a side signal; inactive = no such curve, though single readings can be large or run the other way; the % refers to the signal ratio; note: potency is the fitted concentration of half-maximal effect; % is set by controls: 0 for no effect and ±100 for the full control effect
Target sequence (Q9NR56 whole entry, looked up): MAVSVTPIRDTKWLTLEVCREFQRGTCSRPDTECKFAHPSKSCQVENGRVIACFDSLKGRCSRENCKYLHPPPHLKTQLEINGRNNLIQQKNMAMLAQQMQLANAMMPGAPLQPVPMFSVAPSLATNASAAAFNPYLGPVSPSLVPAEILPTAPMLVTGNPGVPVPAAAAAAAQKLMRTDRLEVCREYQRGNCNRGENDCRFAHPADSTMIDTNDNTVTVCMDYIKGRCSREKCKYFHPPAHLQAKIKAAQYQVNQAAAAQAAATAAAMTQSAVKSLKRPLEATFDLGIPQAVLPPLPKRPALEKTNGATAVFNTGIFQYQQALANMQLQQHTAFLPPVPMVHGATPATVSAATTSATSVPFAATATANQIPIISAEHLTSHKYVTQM
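His-tagged MBNL1 binding to biotinylated (CUG)12 RNA was measured by TR-FRET using terbium anti-His antibody (0.055 ng/ul final) and streptavidin-XL665 (5 nM final). Compounds were titrated 92 nM to 58 uM; 60 min at room temperature.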
CXXC DNA block: blocks binding of human MLL CXXC domain to DNA; Q03164; MLL-CXXC / FITC-HOXA9 DNA fluorescence polarization; Potency, µM (doses to about 115 µM), for the others: at the highest dose activity change, negative = inhibition, hits mostly inhibitors; 0.037% of 290,000 active; AID 2662; active = well fitted inhibition curve with a large enough effect in the polarisation, with a control signal flat, not every such curve was filed as active; inconclusive = small, poorly fitted or top-dose-only effect, or effect the other way, or a change in a side signal; inactive = no such curve, though single readings can be large or run the other way; the % refers to the polarisation; note: potency is the fitted concentration of half-maximal effect
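Purified MLL-CXXC (added from a 7 uM solution) was preincubated 5 min at ambient with pinned compounds in 50 mM Tris-HCl pH 7.5, 50 mM NaCl, 1 mM DTT, 0.05% BSA. Fluorescein-labeled HOX-A9 DNA (50 nM solution) followed, 30 min, then polarization read.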
Integrin act MD: activates integrin-mediated alleviation for muscular dystrophy; Potency, µM (series often up to 38.3 µM), inactives show top-dose activation, most hits filed as activators; 0.064% of 350,000 active; alpha7betagal myoblasts, beta-gal FDG fluorescence, 48 h;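 note: potency is the fitted concentration of half-maximal effect; 100% = response of the positive control SU9516; nearly all actives have a fitted effect of over 60% in size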
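alpha7betagal+/- myoblasts (passage 13, 250/well) treated 48 h at 37C with compounds at 1:260 dilution of DMSO stock. Lysed, then beta-galactosidase activity read as FDG fluorescence (ex 480/em 540) after 30 min, with pre-read for autofluorescence.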
KCNH2 3.1 inh: blocks the human KCNH2 3.1 channel isoform; U2OS KCNH2 3.1, thallium flux FluxOr; stronger effect = lower value; activity change, % (tested at about 1.8 µM); 0.95% of 340,000 active; AID 720553;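 active = maximum activity change below -70%; inconclusive = maximum activity change from -70% to -50%; inactive = maximum activity change above -50%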;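 note: thallium influx rate constant from kinetic fluorescence after stimulation buffer; % is set by controls: 0 for no effect and ±100 for the full control effect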
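FluxOr-based Tl+ influx in U2OS cells transduced with KCNH2 3.1 virus; rate constants normalized to DMSO controls.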
A-T KAP1 phos: potential ataxia-telangiectasia treatment. […] A-T fibroblasts, KAP-1 phosphorylation AlphaLISA; neocarzinostatin DNA damage 30 min before lysis. Potency, µM (top dose mostly 57.5 µM), inactives show at the highest dose activation, most hits filed as activators. 0.19% of 320,000 active. AID 485349; note: potency is the fitted concentration of half-maximal effect; % of control where 0% means no effect; nearly all actives have a fitted effect of over 45% in size
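hTERT-immortalized A-T patient fibroblasts ([…]), 500 cells/well in OPTI-MEM, 1% FBS, got compounds for 60 min, then NCS for 30 min at 37C. Lysates were then assayed for phospho-KAP-1 by AlphaLISA (anti-pKAP1 donor, anti-KAP1 acceptor beads), 6 hr at 25C.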
KCNH2 WT inh: inhibitors of human wildtype KCNH2 potassium channel; 0.37% of 340,000 active; Q12809; activity change, % at 1.84 µM; AID 720551; U2OS, BacMam KCNH2, thallium flux FluxOr; stronger effect = lower value;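 active = maximum activity change below -70%; inconclusive = maximum activity change between -70% and -50%; inactive = maximum activity change above -50%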; note: % is set by controls: 0 for no effect and ±100 for the full control effect
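U2OS cells transduced with wild-type KCNH2 virus are loaded with FluxOr dye for 45 min, and thallium flux is measured in kinetic reads before and after stimulation buffer. Rate constants are normalized to DMSO controls.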
Coupling enz: inhibits coupling enzyme system, counter-screen for aldolase hits. 0.67% of 290,000 active. activity change, negative = inhibition, % at 58.2 µM, hits read low. coupling enzyme system counterscreen, AmpLite Red fluorescence; in the data active = activity change below about -30%; note: % is set by controls: 0 for no effect and ±100 for the full control effect
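Final compound at 57.5 uM, incubated 10 min at RT with coupling enzyme reagent (glyceraldehyde-3-phosphate), then 20 min with substrate and AmpLite Red detection. Fluorescence read at 525/598 nm; tests interference with the coupling assay, not aldolase inhibition.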
TRPV1 agonist: human TRPV1 agonism; TRPV1-expressing cells, Fluo-8 calcium influx, agonist mode; activation, % at 8.33 µM; Q8NER1; 0.19% of 320,000 active; in the data active = activation above about 80%; inconclusive = between about 30% and that limit; note: 0% is about no effect
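Cells expressing TRPV1 were dye-loaded with Fluo-8 and read kinetically: 10 s baseline, 3 min after compound (agonist portion), then 2 min after EC20 capsaicin (allosteric enhancer portion). Calcium-bound dye fluorescence at 480/520 nm.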
Numbers without * were called inactive; ? = inconclusive; . = no result given; [ ] = another dose, or the depositor's remark. Unless noted, calls come from the whole dose curve; as a rule, active = well fitted curve in the direction sought with a large enough effect; inconclusive = small, poorly fitted or top-dose-only effect, or another doubt; inactive = no such curve, though single readings can be large; an effect the other way counts as inactive or inconclusive. Rows are unselected. Share with any hit: about 2%.

SMILES	ASM inhibitor	GALK inhibitor	MBNL1-CUG inh	CXXC DNA block	Integrin act MD	KCNH2 3.1 inh	A-T KAP1 phos	KCNH2 WT inh	Coupling enz	TRPV1 agonist
CCn1c(=N)n(CC(=O)c2ccc(OC)c(OC)c2)c2ccccc21	-2%	0%	8%	2%	21%[7.66 µM]	-24	2%	-9	1	-5
CN(C)c1ccc(N=Cc2nc(-c3ccccc3)oc2OC(=O)c2ccccc2)cc1	8%	0%	.	46%[activator]	0%	5	3%	-2	-1	?
COC(=O)c1ccc(S(=O)(=O)N2CCCCC2)o1	3%	0%	-1%	0%	2%	2	0%	-8	4	-2
CCOc1ccc(NC(=O)CN(c2ccc(OC)cc2)S(C)(=O)=O)cc1	1%	3%	-8%	-22%	16%	5	38%	-1	5	-1
CN(Cc1cc([N+](=O)[O-])c2cccnc2c1O)C1CCCCC1	.	1%	.	-3%	.	.	-4%	.	-2	1
Cc1ccccc1C(=O)O	-3%	.	.	.	.	0	7%	-15	.	-1
Cc1ccc(C2CC(C(F)(F)F)n3ncc(C(N)=O)c3N2)cc1 (stereo not given)	-2%	2%	-22%	-6%	1%	-4	-1%	11	0	1
CN(C)c1ccc(C(=S)NC2CCCCC2)cc1	-7%	2%	-8%	6%	-20%	6	-1%	-13	1	22
Cc1c(CN(C)C)c2c(n1Cc1ccccc1)C(=O)c1ccc(Br)cc1-2	?	-2%	?	?	-64%[inhibitor]	-34	-1%	-4	1	6
O=C(Oc1cccnc1)c1cc(S(=O)(=O)N2CCOCC2)ccc1Cl	-1%	-1%	0%	-7%	14%	13	-3%	0	3	2
Clc1cccc(CSc2ncn(-c3ccccc3)n2)c1	-12%	-4%	-8%	-7%	25%[7.66 µM]	-36	7%	-4	-6	5
CCOc1ccc(NC(=O)CN(C)C(=O)c2c(-c3c(F)cccc3Cl)noc2C)cc1OCC	1%	.	.	.	3%	-7	18%	0	.	-4
COc1ccc(C(=O)Nc2ccc(CN3CCOCC3)cc2)cc1	-1%	-2%	-2%	6%	-21%	-9	8%	3	1	28
CNC(=S)N1N=C(c2ccccc2)CC1c1ccccc1Cl (stereo not given)	-14%	1%	8%	2%	-5%	-3	5%	-3	3	-1
O=C(Nc1ccc(-c2cn3c(n2)SCC3)cc1)c1ccco1	-2%	6%	.	-4%	21%	2	-2%	4	4	.
CCCCc1ccc(-n2nnnc2SCC(=O)Nc2cc(OC)c([N+](=O)[O-])cc2C)cc1	-13%	1%	-15%	12%	-19%	0	0%	-4	4	8
O=C(NCC1CC1)Nc1ccccc1F	192%	-2%	-3%	-1%	0%	-13	0%	0	0	3
COc1ccc(NC(=O)C2C3C=CC(C3)C2C(=O)NCc2ccccn2)c(OC)c1 (stereo not given)	2%	0%	1%	1%	-4%	-1	-6%	-9	-4	0
O=C(COC(=O)c1nc(-c2ccccc2)n(-c2cccc(C(F)(F)F)c2)n1)NCc1cccs1	.	-1%	1%	4%	33%	-2	3%	7	1	-1
O=C(CSc1nnc(-c2cccc(S(=O)(=O)N3CCCCC3)c2)o1)NCCC1=CCCCC1	-1%	-1%	-2%	3%	10%	0	-1%	-7	5	-1
Cc1ccc(C2CC2c2n[nH]c(=S)n2-c2ccc(C)cc2)cc1 (stereo not given)	-2%	-2%	0%	-20%	2%	16	4%	-22	2	1
Cc1ccc(C(=O)NCCSc2snnc2C)cc1	0%	0%	-12%	4%	4%	1	3%	-10	1	?
CCOc1ccc(C(=O)NC(=S)Nc2cccc(S(=O)(=O)NC3=NCCC3)c2)cc1	-4%	0%	-1%	4%	-49%[inhibitor]	3	-2%	-21	0	2
Cn1cnc2c1c(=O)n(Cc1cccc(Br)c1)c(=O)n2C	1%	1%	0%	-6%	-32%[inhibitor]	3	-1%	1	-1	-1
Cc1ccccc1N1CCN(Cc2ccc(Br)o2)CC1	0%	-3%	3%	10%	-3%	-6	?	-4	-1	4
Cc1cccc(CCNC(=O)Cn2ncc3c([nH]c4ccc(C)cc43)c2=O)c1	-3%	0%	7%	4%	0%	13	9%	22	.	2
Cc1[nH]c2ccccc2c1C(=O)C(C)OC(=O)c1ccccc1NCCO (stereo not given)	272%[activator]	.	.	.	-5%	-8	16%	-3	.	-3
O=c1[nH]c(O)c(C=Nc2ccc(Cl)cc2Cl)c(=O)[nH]1	19%	0%	-8%	-3%	18%	-5	-8%	-4	2	1
Cc1noc(C)c1CSCC(=O)OCC(=O)N1CC(=O)Nc2ccccc21	3%	-2%	-7%	-4%	-1%	-4	4%	-3	-4	-1
Cc1ccc2cc(/C=N/NC(=O)[C@H]3C[C@@H]3c3ccccc3)c(Cl)nc2c1	428%[activator]	0%	.	18%	-6%	-4	-8%	-3	-3	1
Nc1nc(N)nc(-c2cc(O)ccc2O)n1	5%	.	.	.	-9%	-13	6%	-10	.	4
Cc1cc(SCc2ccc(C(F)(F)F)cc2)nc(=O)[nH]1	1%	5%	-2%	-3%	-34%	-3	-3%	-4	.	0
Cc1ccc(C(=O)NCC(=O)Nc2ccc(F)c(F)c2F)cc1	4%	9%	-7%	8%	14%	17	10%	3	1	0
CCOC(=O)C1CCN(C2=NC(=O)/C(=C/c3ccc(O)cc3)S2)CC1	-1%	-3%	?	-3%	1%	-27	-18%	4	-1	3
CCCc1cc(=O)[nH]c(SCCN2C(=O)c3ccccc3C2=O)n1	-2%	11%	11%	-2%	-12%	18	-4%	-12	-1	0
Cc1ccccc1SCC(=O)OCC(=O)NCc1ccccc1	-1%	.	.	.	4%	-11	-6%	3	.	.
O=[N+]([O-])/C(C(Cl)=C(Cl)Cl)=C(/NC1CC1)Sc1ccccc1	-1%	0%	-9%	-2%	-15%	-11	3%	0	-6	12
O=C(Nc1cccc(C(F)(F)F)c1)C(Sc1cccc[n+]1[O-])c1ccccc1 (stereo not given)	6%	2%	-16%	12%	9%	-1	12%	-8	1	1
CCN1CCc2nc(NC(=O)c3ccccc3)sc2C1	24%	3%	10%	8%	1%	19	.	5	-3	2
NS(=O)(=O)c1ccc(NC(=S)Nc2nn(Cc3ccc(Cl)cc3Cl)cc2Cl)cc1	2%	-4%	1%	9%	-3%	4	7%	4	-1	4
CCOc1c2ccc(C(=O)NCc3cc(C(F)(F)F)cc(C(F)(F)F)c3)cc2nn1C	42%[activator]	-5%	10%	5%	-3%	-4	7%	-2	2	-2
CCN(Cc1ccccc1)c1ccc(N=Nc2nn(C)c(C)c2[N+](=O)[O-])cc1	-27%	.	?	5%	-34%[inhibitor]	-1	-3%	1	1	1
O=C(CSc1nc2[nH]ncc2c(=O)n1-c1ccccc1Cl)N1CCCC1	1%	1%	-2%	9%	14%	-11	3%	-3	1	2
O=C(N=C1SC2CS(=O)(=O)CC2N1c1ccccc1)C1CCCCC1 (stereo not given)	2%	2%	-3%	-4%	9%	16	0%	-20	-2	5
O=C(CN1CC(c2ccccc2)CC1=O)Nc1ccc2c(c1)OCO2 (stereo not given)	-2%	.	29%	2%	25%	4	3%	6	-1	2

The final 2 records of the part above come first, to join the parts:
SMILES	ASM inhibitor	GALK inhibitor	MBNL1-CUG inh	CXXC DNA block	Integrin act MD	KCNH2 3.1 inh	A-T KAP1 phos	KCNH2 WT inh	Coupling enz	TRPV1 agonist
O=C(N=C1SC2CS(=O)(=O)CC2N1c1ccccc1)C1CCCCC1 (stereo not given)	2%	2%	-3%	-4%	9%	16	0%	-20	-2	5
O=C(CN1CC(c2ccccc2)CC1=O)Nc1ccc2c(c1)OCO2 (stereo not given)	-2%	.	29%	2%	25%	4	3%	6	-1	2
COc1ccc(C)cc1NC(=O)c1nnn(Cc2cccc(C(F)(F)F)c2)c1N	-11%	-1%	-4%	11%	-15%	0	2%	-6	-2	13
COc1ccc(C2CCCN2C(=S)Nc2cccc(C)c2C)cc1OC (stereo not given)	2%	1%	0%	1%	-16%	-1	4%	-5	1	0
CCN(CC(=O)NC1CC1)S(=O)(=O)c1ccc(C)cc1	-2%	-2%	7%	4%	0%	7	26%	-11	.	1
O=C(C1=C(O)C(=O)N(CCN2CCOCC2)C1c1cccnc1)c1cc2ccccc2o1 (stereo not given)	-3%	-1%	20%	1%	-3%	-7	0%	5	0	1
O=C(COC(=O)c1ccc(Cl)nc1)Nc1ccc2ccccc2c1	-3%	.	.	.	18%	0	6%	-12	.	3
COc1cccc(C(=O)Nc2ccccc2C(=O)N2CCCC2)c1	-4%	3%	-6%	11%	7%	-15	.	-13	4	-6
CCN(c1cc(C)cc(C)c1)S(=O)(=O)c1nnc(NC(=O)C(C)(C)C)s1	0%	-2%	1%	14%	6%	9	-3%	-16	0	8
